# Compound activity as filed in PubChem.
# MgcRacGAP inhibition: MgcRacGAP GTPase-activating activity inhibitors, confirmation, biochemical, ADP Hunter fluorescence; MgcRacGAP-stimulated Rac1 GTP hydrolysis, ADP Hunter fluorescence; higher % means a stronger effect; GST-tagged Rac1 F28L mutant substrate; one-dose inhibition, % at 30 µM; IC50 in µM for titrated hits; 0.6% of 340,000 active; AID 624330;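 active = first-screen hits whose inhibition reached a set limit at any dose in the follow-up dose series; inconclusive = inhibition above the set first-screen limit but never retested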;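 also: fluorescence reports GDP produced by GAP-driven GTP hydrolysis; strong numbers were not always called active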
# PhoP inhibition: PhoP-dependent GFP reporter repression – Salmonella Typhimurium, primary screen (AID 1863) | S. Typhimurium PhoP-regulated promoter GFP reporter, 4 h; higher % means a stronger effect | one-dose inhibition, % at 50 µM; IC50 in µM for titrated hits | 0.16% of 300,000 active;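 active = inhibition over 29.93%, a cutoff 3 SD above the screen mean, later confirmed by dose response; inconclusive = inhibition over 29.93% but no dose response follow-up; inactive = inhibition at most 29.93% or unconfirmed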;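 also: 0% = low Mg2+ inducing control and 100% = high Mg2+ repressing control; strong numbers were not always called active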
# GPR55 LPI antagonism: GPR55 antagonists blocking LPI-driven arrestin recruitment, primary screen, imaging, U2OS, beta-arrestin-GFP, LPI agonist (AID 2013) | U2OS GPR55 beta-arrestin-GFP translocation imaging, LPI antagonism; higher % means a stronger effect | inhibition, % at 10 µM; hits with a dose series show IC50 in µM | 0.13% of 290,000 active;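 active = spots per cell inhibited over 60%, with over 100 cells counted and total cytoplasm intensity under 500,000; inconclusive = wells with under 100 cells, flagged as likely toxic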;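 also: U2OS cells stably carrying GPR55 and arrestin-GFP stimulated by 5 µM LPI near EC80; imaged beta-arrestin-GFP aggregate spots per cell after agonist stimulation; plate controls were LPI-stimulated DMSO wells for no effect and DMSO wells without LPI for full effect; some results filed as inactive read as strong as hits; confirmed hits need IC50 under 10 µM and bright autofluorescent wells are also inconclusive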
# LYP inhibition: inhibitors of LYP phosphatase, biochemical, fluorescence intensity, uHTS (AID 1779) | one-dose inhibition, % at 11.5 µM; IC50 in µM for titrated hits | recombinant LYP phosphatase, fluorescence intensity; higher % means a stronger effect | 0.054% of 290,000 active; in the data active = inhibition above about 50%;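 also: plate controls were vehicle with enzyme for no effect and no enzyme for full effect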
# HIV peptide binding: cell-free HIV fusion peptide-binding blockers – biochemical, uHTS, fluorescence dequenching, primary screen (AID 1986). inhibition, % at 20 µM, or IC50 in µM where a hit was titrated. 0.3% of 290,000 active. cell-free peptide binding, fluorescence dequenching, 30 min; higher % means a stronger effect; in the data active = inhibition mostly above about 52%, no sharp cut-off; inactive = mostly below about 76%; also: some results filed as inactive read as strong as hits
# Myeloid diff MLP: compounds promoting myeloid differentiation; 1% of 360,000 active; calls only at 10 µM; ER-HoxA9 myeloid progenitors, lysozyme-GFP differentiation, flow cytometry; AID 624256;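 active = normalized GFP-positive differentiation at or above the plate's own cutoff, the solvent-only control mean plus 3 SD; inconclusive = no clear call, values can overlap the other calls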;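 also: cells exposed to compound for four days before flow analysis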
# NTR1 agonist: agonists of NTR1, primary screen, imaging, U2OS cells, beta-arrestin-GFP, high content (AID 493036) | activation, % at 20 µM | P30989 | NTR1-U2OS beta-arrestin-GFP spot imaging, agonist mode | 0.17% of 330,000 active;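 active = activation at or above 40% of the spot to cytoplasm intensity ratio, with at least 20 cells analyzed; inconclusive = wells under 20 cells, flagged as cytotoxic or low count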;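 also: 0% = DMSO without peptide and 100% = 100 nM NTR1 peptide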
# Target sequence (P30989 whole entry, looked up): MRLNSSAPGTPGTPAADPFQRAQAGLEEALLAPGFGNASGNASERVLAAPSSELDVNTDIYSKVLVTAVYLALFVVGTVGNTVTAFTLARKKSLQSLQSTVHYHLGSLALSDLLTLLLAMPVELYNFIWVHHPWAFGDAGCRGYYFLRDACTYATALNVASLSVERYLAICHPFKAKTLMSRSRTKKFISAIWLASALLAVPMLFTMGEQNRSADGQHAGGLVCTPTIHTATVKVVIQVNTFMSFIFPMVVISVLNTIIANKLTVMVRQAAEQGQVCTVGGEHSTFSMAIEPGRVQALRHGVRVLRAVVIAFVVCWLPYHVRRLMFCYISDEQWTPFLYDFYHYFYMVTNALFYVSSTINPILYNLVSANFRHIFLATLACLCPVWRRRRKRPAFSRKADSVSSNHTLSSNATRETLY
# GPR35 arrestin U2OS: inhibition of zaprinast-stimulated GPR35 beta-arrestin translocation – imaging, U2OS, beta-arrestin-GFP, zaprinast agonist, primary screen (AID 2058) | U2OS GPR35 beta-arrestin-GFP translocation imaging, zaprinast antagonism; higher % means a stronger effect | inhibition, % at 10 µM, or IC50 in µM where a hit was titrated | 0.052% of 290,000 active;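 active = inhibition of at least 50% with at least 30 cells and total cytoplasm GFP at most 10,000,000; inconclusive = under 30 cells or total GFP of 10,000,000 plus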
# SIAH1 antagonists: blockers of Siah-1 interaction with plectin peptide – biochemical, fluorescence polarization, rhodamine-plectin, uHTS, primary screen (AID 1817); one-dose displacement, % at 20 µM; IC50 in µM for titrated hits; 0.02% of 290,000 active; Siah-1 / rhodamine-plectin peptide fluorescence polarization; higher % means a stronger effect;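 active = displacement of at least 50% at 20 µM, with a fluorescence ratio check between 0.3 and a set limit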;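 also: plate controls were Siah plus tracer with DMSO for no effect and tracer alone without Siah for full effect; strong numbers were not always called active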
# NTR1 agonist cell count 20 µM: second read-out of NTR1 agonist, no call of its own (marks repeat the call); cell count; measured here: cell count, cytotoxicity flag
# Myeloid diff MLP GFP+ MAC1+ %: recorded beside Myeloid diff MLP, whose call it bears; GFP+ MAC1+ double positive, %; measured here: differentiation confirmed by MAC1 staining
# Active calls of the source: *; i = inactive; ? = inconclusive; · = not tested or not shown.
SMILES,MgcRacGAP inhibition,PhoP inhibition,GPR55 LPI antagonism,LYP inhibition,HIV peptide binding,Myeloid diff MLP,Myeloid diff MLP GFP+ MAC1+ %,NTR1 agonist,NTR1 agonist cell count 20 µM,GPR35 arrestin U2OS,SIAH1 antagonists
CC1CCCCC12NC(=O)N(CC(=O)Nc1ccc(N3CCOCC3)cc1)C2=O (centres undefined),9%,8%,0%,-8%,-1.8%,i,0.6,-0.1,61,-2%,4%
O=C(Nc1cc(Sc2ccccn2)cc([N+](=O)[O-])c1)c1ccc([N+](=O)[O-])cc1,0%,-10%,1%,2%,-3.0%,i,0.0,4.1,57,1%,-3%
O=C(O)Cn1cnc2c(=S)nc[nH]c21,12%,-4%,-8%,-5%,-0.1%,i,0.5,0.6,69,-4%,-6%
O=[N+]([O-])c1ccc(/C=N/N2CCN(c3ccncc3S(=O)(=O)N3CCCCC3)CC2)cc1,4%,-6%,5%,-7%,-0.8%,i,0.9,2.7,78,1%,14%
CCOc1ccc(-c2nnc3n2N=C(c2ccc(OC)cc2)CS3)cc1,6%,-2%,-7%,-8%,-0.7%,i,0.2,1.8,55,17%,-3%
NC(=S)N/N=C/c1ccc(-c2ccc([N+](=O)[O-])cc2)o1,16%,-9%,15%,1%,21%,i,2.1,1.7,36,0%,-7%
CC1=CC(c2ccccc2)=Nc2ccc(C)cc2N1,8%,-11%,1%,-12%,1.2%,i,0.2,1.8,90,-3%,0%
CCNC(=S)N/N=C(\C)c1ccc(N2CCOCC2)cc1,8%,8%,-1%,5%,0.9%,i,0.2,0.5,80,8%,2%
CC1(C(=O)NCC2CC2)C=CC2(CCCCC2)N1C(=O)c1ccccc1 (centres undefined),-1%,·,1%,-8%,-1.0%,i,0.8,-2.7,82,-7%,-1%
CCOc1ccc(Cl)cc1S(=O)(=O)N1CCC(C(=O)N2CCCC2)CC1,0%,1%,-6%,-5%,-0.5%,i,1.2,0.0,61,-6%,3%
COc1ccc(N2C(=O)CC(C#N)=C2N)cc1,-3%,7%,15%,-6%,-1.1%,i,0.3,-0.5,52,4%,-1%
Clc1ccc(C2NCCc3sccc32)cc1 (centres undefined),14%,-6%,-2%,-8%,0.5%,i,0.2,-0.7,77,2%,0%
Cc1ccc(NC(=O)CSc2nnc(Cc3cccn3C)n2-c2ccc(F)cc2)cc1,-4%,6%,10%,4%,0.9%,i,3.2,1.1,71,3%,0%
O=c1ncn(-c2ccc(F)cc2)c2ncccc12,0%,-7%,8%,-6%,1.0%,i,1.2,-0.6,107,1%,3%
CC(C)c1ccc(OCc2nc(-c3ccccn3)no2)c(Br)c1,7%,2%,39%,-6%,-3.3%,i,0.9,8.9,51,3%,1%
CCOc1ccc(C(O)(CCC(C)C)C(CN2CCOCC2)c2ccccc2)cc1 (centres undefined),4%,-4%,16%,-4%,0.7%,i,0.5,4.0,62,6%,11%
CC(=O)N(Cc1ccccc1)c1ccc(C(=O)O)cc1,3%,-9%,-3%,-3%,1.9%,i,0.6,-1.9,56,16%,0%
NS(=O)(=O)c1ccc(CCNC(=O)c2ccc3ccccc3n2)cc1,8%,3%,0%,-1%,0.3%,i,0.2,-1.5,43,-5%,7%
Cc1ccc(CNC(=O)CCc2c(C)nn(-c3ccc(N4CCOCC4)nn3)c2C)cc1,-10%,-3%,3%,-6%,-2.1%,?,·,-0.3,66,12%,4%
Cc1ccc(NC(=O)c2ccccc2Br)cc1S(=O)(=O)N(C)C,-8%,-2%,0%,-3%,1.8%,i,0.2,1.9,44,2%,2%
Cn1c(=N)c(S(=O)(=O)c2ccc(F)cc2)cc2c(=O)n3ccccc3nc21,7%,-1%,23%,-41%,1.2%,i,0.2,1.5,78,2%,0%
COC(=O)CSc1nc2ccccc2c(=O)n1C,4%,3%,1%,-1%,-0.4%,i,1.9,-1.4,81,10%,0%
Cc1cc[n+](-c2[nH]c(=O)sc2/C=N/N=C(\[O-])c2ccncc2)cc1C,6%,-2%,-2%,0%,0.0%,i,1.8,-0.2,54,4%,-1%
Cc1occc1C(=O)N1CCN(c2ccccc2)CC1,5%,-12%,-5%,-7%,7.3%,i,0.2,2.2,78,-9%,-2%
CCOC(=O)C1CCN(C(=O)Nc2ccc3nc(-c4ccco4)c(-c4ccco4)nc3c2)CC1,22%,?,9%,53%*,69%*,i,0.4,-1.4,40,-6%,47%

# Sorted by length of the SMILES (smallest number first): some entries from above
SMILES,MgcRacGAP inhibition,PhoP inhibition,GPR55 LPI antagonism,LYP inhibition,HIV peptide binding,Myeloid diff MLP,Myeloid diff MLP GFP+ MAC1+ %,NTR1 agonist,NTR1 agonist cell count 20 µM,GPR35 arrestin U2OS,SIAH1 antagonists
O=c1ncn(-c2ccc(F)cc2)c2ncccc12,0%,-7%,8%,-6%,1.0%,i,1.2,-0.6,107,1%,3%
CCOc1ccc(C(O)(CCC(C)C)C(CN2CCOCC2)c2ccccc2)cc1 (centres undefined),4%,-4%,16%,-4%,0.7%,i,0.5,4.0,62,6%,11%
Cn1c(=N)c(S(=O)(=O)c2ccc(F)cc2)cc2c(=O)n3ccccc3nc21,7%,-1%,23%,-41%,1.2%,i,0.2,1.5,78,2%,0%
Cc1ccc(CNC(=O)CCc2c(C)nn(-c3ccc(N4CCOCC4)nn3)c2C)cc1,-10%,-3%,3%,-6%,-2.1%,?,·,-0.3,66,12%,4%
O=[N+]([O-])c1ccc(/C=N/N2CCN(c3ccncc3S(=O)(=O)N3CCCCC3)CC2)cc1,4%,-6%,5%,-7%,-0.8%,i,0.9,2.7,78,1%,14%

# The list goes on:
SMILES,MgcRacGAP inhibition,PhoP inhibition,GPR55 LPI antagonism,LYP inhibition,HIV peptide binding,Myeloid diff MLP,Myeloid diff MLP GFP+ MAC1+ %,NTR1 agonist,NTR1 agonist cell count 20 µM,GPR35 arrestin U2OS,SIAH1 antagonists
Cc1ccc(-n2nc(C)c3c2OC(N)=C(C#N)C3c2ccc(C)o2)cc1 (centres undefined),4%,2%,0%,2%,15%,i,1.4,2.0,42,6%,2%
COCC(=O)Nc1c(C(=O)Nc2ccc3c(c2)OCO3)oc2ccccc12,4%,11%,11%,-5%,-0.3%,i,3.6,2.7,70,-9%,-2%
O=[N+]([O-])c1ccc(-c2nc(NCc3ccccc3)c3ccccc3n2)cc1,-4%,-2%,-14%,-8%,4.5%,i,0.4,-1.5,79,3%,32%
CCOCCCNC(=O)C1CC(=O)N(CCc2ccc(C)cc2)C1 (centres undefined),4%,-6%,0%,-8%,-0.2%,i,0.3,-0.4,92,-2%,-2%
Clc1ccc(/C=C/c2ncc[nH]2)c(Cl)c1,2%,19%,5%,-7%,2.9%,i,0.3,-0.7,87,-4%,-1%
COCCn1nnnc1C(CC(C)C)N1CCN(c2cccc(OC)c2)CC1 (centres undefined),0%,18%,7%,-3%,0.6%,i,1.6,·,·,4%,3%
CC(=O)N1CCCN(C(=O)c2ccc3nc(Cc4ccccc4F)oc3c2)CC1,13%,3%,14%,-9%,-2.0%,i,0.6,-0.9,53,-1%,0%
COc1ccc(NS(=O)(=O)c2csc(C(=O)Nc3ccccc3)c2)cc1,-7%,2%,11%,-4%,2.1%,i,0.2,0.3,51,0%,-5%
NC(=O)CSc1nc2c(sc(=S)n2-c2ccccc2)c(=O)[nH]1,3%,6%,8%,-3%,2.6%,i,0.6,-0.1,71,1%,0%
Nc1nnc(CC(=O)NCc2ccccc2)s1,9%,6%,15%,-2%,-2.3%,i,0.8,-0.6,52,14%,-2%
CCN(CC)CCN(Cc1cc2cc(C)c(C)cc2[nH]c1=O)C(=S)NCc1ccco1,0%,-6%,14%,0%,5.4%,i,0.1,3.6,65,-3%,-4%
NC(=O)NC(CC(=O)NCCc1ccccn1)c1ccccc1Cl (centres undefined),7%,-2%,1%,-1%,-0.5%,i,0.7,-0.8,29,-10%,3%
Cn1c(=O)[nH]c(=O)c2c1nc(SCC(O)CO)n2CCCc1ccccc1 (centres undefined),3%,6%,10%,-6%,-1.2%,i,0.9,1.3,61,13%,-2%
Cc1ccccc1CN(c1ccc(C(=O)NCC2CCCO2)cc1)S(C)(=O)=O (centres undefined),6%,0%,8%,-6%,-1.2%,i,1.6,3.7,57,4%,12%
Cc1ccc(C2NC(=O)CCC2[N+](=O)[O-])cc1 (centres undefined),·,-7%,1%,-8%,-0.1%,i,0.1,0.9,91,5%,-6%
COc1ccc(CCN(C(=O)COc2ccccc2)c2nc(-c3ccccc3)cs2)cc1OC,5%,-6%,-2%,-2%,-2.7%,i,2.1,3.6,87,0%,-1%
Cc1cc(C)c2nc(N3CCN(C)CC3)c(C#N)cc2c1,15%,3%,1%,-8%,-1.7%,i,0.8,-1.3,74,3%,-3%
O=C(C1CCCN(S(=O)(=O)c2cccc3nonc23)C1)N1CCN(c2ccccc2Cl)CC1 (centres undefined),6%,2%,4%,0%,-0.9%,i,1.1,3.9,73,17%,2%
CC(C)(C)c1nnc2sc(SCC(=O)c3ccc4c(c3)OCCO4)nn2c1=O,3%,7%,2%,2%,0.2%,i,2.0,2.8,51,-15%,-4%
CC(C)(C)c1ccc(S(=O)(=O)N2CCN(c3ncccn3)CC2)cc1,2%,-3%,2%,-8%,1.6%,i,0.3,4.3,78,7%,15%
COc1ccc(/C=C/C(=O)Nc2cccc(S(=O)(=O)NC3=NCCCCC3)c2)cc1,8%,-11%,10%,-1%,-1.1%,i,0.4,1.6,50,2%,7%
COc1cc(C(=O)NCCOc2ccccc2)c(Br)c(OC)c1OC,4%,7%,9%,-2%,-0.6%,i,0.6,0.3,54,3%,2%
COc1ccc(-c2cc(C(F)(F)F)c(C#N)c(SCC(=O)Nc3ccccc3C#N)n2)cc1,·,6%,6%,-14%,3.1%,·,·,0.8,51,-7%,-2%
Cc1ccc(-c2cc(C(=O)NCCCn3ccnc3)no2)cc1,9%,·,10%,-6%,0.0%,i,0.3,-1.1,76,18%,17%
COc1cc(OC)c(OC)cc1/C=N/NC(=O)CSc1ccccc1F,9%,-1%,13%,-6%,0.6%,i,0.6,-0.8,94,-5%,6%
